Screening data: PubChem BioAssay, Emory University Molecular Libraries Screening Center
14-3-3 PPI = 14-3-3 gamma protein interaction modulation; P61981; FP, 14-3-3gamma / TMR-pS259-Raf peptide binding; inhibition, % at 40 µM; 160,000 tested, 0.19% active; in the data active = inhibition above about 30%;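 also: 0% = protein plus tracer without compound and 100% = blank with tracer alone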
Target sequence (P61981 whole entry, looked up): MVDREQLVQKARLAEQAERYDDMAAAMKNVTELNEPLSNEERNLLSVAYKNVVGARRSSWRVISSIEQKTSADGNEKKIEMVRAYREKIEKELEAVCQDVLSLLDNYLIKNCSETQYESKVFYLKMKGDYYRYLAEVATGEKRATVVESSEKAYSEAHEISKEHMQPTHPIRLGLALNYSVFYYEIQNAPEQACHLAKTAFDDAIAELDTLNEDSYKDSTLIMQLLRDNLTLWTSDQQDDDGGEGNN
Active calls of the source: *; & = joins results of further samples. An excerpt (hit frequency here may not be typical).

item	14-3-3 PPI	canonical_smiles
1	2&-13	O=S(=O)(c1cccs1)N1CCc2ccccc2C1
2	-32	CCn1c(SCc2ccc(C(=O)OC)o2)nc2sc3c(c2c1=O)CCCC3
3	-6	COc1cc(Nc2ncnc3sc(C)cc23)cc(OC)c1OC
4	-68	Cc1ccc(S(=O)(=O)c2nc(-c3cccs3)oc2SCC(=O)NCC2CCCO2)cc1 (configuration not stated)
5	-1	COc1ccc(C(CC(=O)O)NC(=O)Cc2ccccc2)cc1 (configuration not stated)
6	-4	CCOC(=O)C1=C(C)NC(=S)NC1c1cn(-c2ccccc2)nc1-c1ccc(OC)cc1 (configuration not stated)
7	1	COc1ccc(OC)c(NC2OC(=O)c3c2ccc(OC)c3OC)c1 (configuration not stated)
8	-7	Cc1ccc(C(=O)C2C(=O)C=C(c3ccc(C)cc3)OC2=O)cc1 (configuration not stated)
9	-2&-4	C=C(C)Cn1c(NCCC)nc2c1c(=O)n(C)c(=O)n2C
10	0	Cc1cccc(OCC(=O)Nc2ncc(Cc3ccc(F)cc3)s2)c1
11	4	COc1ccc(CNC(=O)c2nn3c(c2Cl)NC(c2ccc(OC)cc2)CC3C(F)(F)F)cc1 (configuration not stated)
12	5	O=C(NCc1cccnc1)c1cc(S(=O)(=O)N2CCOCC2)ccc1F
13	4	O=C1CSC(c2ccccn2)N1c1ccccc1 (configuration not stated)
14	-3	Cc1ccc(OCCn2c(N)nc3ccccc32)cc1
15	-8	COc1cc(OC)cc(C(=O)Oc2c(Sc3ccc(C)cc3)c(C)nn2C(C)(C)C)c1
16	-7	CCCCSc1nnc2c(n1)OC(CC)N(C(C)=O)c1ccccc1-2 (configuration not stated)
17	0	CC1(C)COC(c2ccc(Cl)cc2)=N1
18	-5	COc1ccc(C2C(C(=O)Nc3ccc(Oc4ccccc4)cc3)CCC(=O)N2c2ccc(OC)cc2)cc1 (configuration not stated)
19	-4	CCOc1ccc(-n2c(SCC(=O)NCc3ccccc3)nc3c([nH]c4ccccc43)c2=O)cc1
20	13	COc1ccc(Nc2ncnc3c2cnn3-c2ccc(C)cc2)cc1
21	5	CC(C)CCn1c(SCc2ccccc2F)nc2ccsc2c1=O
22	5	CC1=CC(c2ccc(Cl)cc2)n2nc(NC(=O)CCCC(=O)O)nc2N1 (configuration not stated)
23	10	COc1ccc(OC)c(NC(=O)C2c3cc(OC)c(OC)cc3C(=O)N(C)C2c2cccnc2)c1 (configuration not stated)
24	-11	Cc1ccc(N2C(=O)Nc3ccc(Br)cc3C2(O)C(=O)N2CCCC2)cc1C (configuration not stated)
25	-7	COc1ccc(NC(=O)Cc2c(C(=O)O)[nH]c3ccc(Cl)cc23)cc1OC
26	-15	O=C1c2ccccc2C(=O)c2cc(N3C(=O)c4ccccc4C3=O)ccc21
27	-2	C=CCSc1nc2c(c(=O)[nH]1)C(C(C)C)C(C#N)=C(N)O2 (configuration not stated)
28	4	CCCc1nc(NCc2ccco2)c(C#N)c2c1COC(C)(C)C2
29	6	COc1ccc(C2NC(=O)NC(C)=C2C(=O)OCC2CCCCC2)cc1OC (configuration not stated)
30	5	O=C(CSc1nc(-c2ccccc2)cc(=O)[nH]1)NCc1ccc2c(c1)OCO2

Among those listed so far, these contain fluorine:
item	14-3-3 PPI	canonical_smiles
10	0	Cc1cccc(OCC(=O)Nc2ncc(Cc3ccc(F)cc3)s2)c1
11	4	COc1ccc(CNC(=O)c2nn3c(c2Cl)NC(c2ccc(OC)cc2)CC3C(F)(F)F)cc1 (configuration not stated)
12	5	O=C(NCc1cccnc1)c1cc(S(=O)(=O)N2CCOCC2)ccc1F
21	5	CC(C)CCn1c(SCc2ccccc2F)nc2ccsc2c1=O

Further results
item	14-3-3 PPI	canonical_smiles
31	-6	CSc1ccccc1NC(=O)CN1C(=O)C2C3C=CC(C3)C2C1=O (configuration not stated)
32	0	COc1ccc(N2CC(C(=O)NCCc3ccc(OC)c(OC)c3)CC2=O)cc1 (configuration not stated)
33	1	Cc1ccc(OCc2nnc(SCC(=O)NC3CCCCC3)n2C)cc1
34	0	Cc1ccc(S(=O)(=O)/N=C(/Nc2nc(C)cc(C)n2)N2CCOCC2)cc1
35	-10	COc1ccc(-c2ccc(-c3noc(C(C)C)n3)c(OC)n2)cc1
36	1	O=C(NCCCCNC(=O)c1cccnc1)c1cccnc1
37	-16	c1ccc(Nc2c(-c3ccccn3)nc3ccccn23)cc1
38	-15	CCCNS(=O)(=O)c1ccc(OCC(=O)NCc2ccco2)cc1
39	5	Cc1sc2nc(-c3ccc(C(C)(C)C)cc3)oc(=O)c2c1C
40	-8	CC1CCc2c(nc3ccccc3c2C(=O)O)C1 (configuration not stated)
41	10	COc1ccc(-c2nc(=S)c3c(n2CCO)CCCC3)cc1
42	-9	COc1ccc(OC)c(N2C(=N)/C(=C(/O)c3ccccc3)C(c3cc(OC)c(OC)c(OC)c3)C3=C2CC(C)(C)CC3=O)c1 (configuration not stated)
43	3	COC(=O)C1=C(C)NC2=C(C(=O)CCC2)C1c1ccccc1Br (configuration not stated)
44	-16	O=C(NC1CCCCC1)C(c1ccc(Cl)cc1)N1CCCCC1 (configuration not stated)
45	-20	Cc1ccc(-c2cc(C(=O)N3CCC(C)CC3)c3ccccc3n2)cc1C
46	4	CCOC(=O)c1c(NC(=O)c2cc([N+](=O)[O-])nn2Cc2ccccc2)sc2c1CCC(C)C2 (configuration not stated)
47	-25	CCN=c1scc(-c2ccc3c(c2)NC(=O)CO3)n1N=C1CCCC1
48	-4	COc1ccc(C2C(C(=O)Nc3ccc(OC)cc3OC)CCC(=O)N2c2ccc3c(c2)OCO3)cc1 (configuration not stated)
49	-8	Cc1ccc(NS(=O)(=O)c2cnc[nH]2)c(C)c1
50	-7	O=C(CCn1nc(-c2ccc(Cl)cc2)ccc1=O)NCc1ccc2c(c1)OCO2
51	10	Cc1ccccc1OCC(=O)Nc1sc2c(c1C#N)CCCC2
52	-4	CC(=O)Oc1cc2sc3ccccc3[nH]c2c2c(=O)c3ccccc3c(=O)c12
53	-6	O=C(NC12CC3CC(CC(C3)C1)C2)c1c(O)c2cccc3c2n(c1=O)CC3
54	-4	CN(Cc1ccccc1)Cc1c(F)cccc1F
55	-6	CS(=O)(=O)N(CC(=O)N1CCOCC1)c1ccc2c3c(cccc13)CC2
56	-4	COCCN(C(=O)Nc1ccccc1)C(C)c1cccs1 (configuration not stated)
57	0	CCc1ccc(N(CC(=O)NC2CCCCC2)S(=O)(=O)c2c(C)noc2C)cc1
58	-8	Nc1c(C(=O)OCc2ccccc2)sc2nc(-c3ccccc3)cc(-c3ccco3)c12
59	-3	O=C(Cc1ccc(Cl)cc1)N1CCN(c2ccc([N+](=O)[O-])cc2)CC1
60	-5	COc1ccc(OC)c(NC(=O)CSc2nnc(CNC(=O)COc3ccc(Cl)cc3)o2)c1

7 neighbouring compounds out of the list so far, quoted:
item	14-3-3 PPI	canonical_smiles
54	-4	CN(Cc1ccccc1)Cc1c(F)cccc1F
55	-6	CS(=O)(=O)N(CC(=O)N1CCOCC1)c1ccc2c3c(cccc13)CC2
56	-4	COCCN(C(=O)Nc1ccccc1)C(C)c1cccs1 (configuration not stated)
57	0	CCc1ccc(N(CC(=O)NC2CCCCC2)S(=O)(=O)c2c(C)noc2C)cc1
58	-8	Nc1c(C(=O)OCc2ccccc2)sc2nc(-c3ccccc3)cc(-c3ccco3)c12
59	-3	O=C(Cc1ccc(Cl)cc1)N1CCN(c2ccc([N+](=O)[O-])cc2)CC1
60	-5	COc1ccc(OC)c(NC(=O)CSc2nnc(CNC(=O)COc3ccc(Cl)cc3)o2)c1

(continued)
item	14-3-3 PPI	canonical_smiles
61	-3	CSc1nnc2c(n1)OC(C)=Nc1ccccc1-2
62	1	COC(=O)c1ccc(NC(=O)CNC(=O)C2CCCCC2)cc1
63	-21	O=C1NC(c2ccccc2)(C(F)(F)F)C(=O)N1Cc1cccnc1 (configuration not stated)
64	-1	Cn1c(=O)cc(SCC(=O)NC2CCCCCC2)c2ccccc21
65	3	O=C(CN1CCCCC1)Nc1cccc(Cl)c1Cl
66	-12	CCOc1ccc(N(C)S(=O)(=O)c2ccc3[nH]cc(C(=O)NCc4ccccc4)c(=O)c3c2)cc1
67	-9&-2	COC(=O)c1sc(NC(C)=O)c(C(=O)OC)c1C
68	4	COc1ccc(OC)c2c1sc(=NC(=O)C(C)(C)C)n2C
69	1	O=C(CN1CCN(c2ccccc2)CC1)Nc1ccc(-n2cnnn2)cc1
70	0	COc1ccc(N2C(=O)CC(Cc3cc(C)cc(C)c3)C2=O)cc1 (configuration not stated)
71	-4	COc1ccc(NS(=O)(=O)c2ccc(NC(=NS(=O)(=O)c3ccccc3)c3ccccc3)cc2)nn1
72	-8	O=C(CSc1nnc(-c2cccc(S(=O)(=O)N3CCCCC3)c2)o1)NCCC1=CCCCC1
73	5	CCCC(CCC)C(=O)Nc1c2c(nc3c1CCC3)CCCC2
74	-3	COC(=O)c1nnn(CC(=O)Nc2ccc(F)cc2)c1C(=O)OC
75	2	O=C(COC(=O)CCCNC(=O)c1ccc(Cl)cc1)NC1CC1
76	-5	CCCCCn1c(=S)[nH]c2cc(C(=O)O)ccc2c1=O
77	-3	O=C(O)c1ccccc1-c1nc2ccc([N+](=O)[O-])cc2[nH]1
78	-3	COc1ccccc1C(=O)Nn1cnc2ccccc2c1=O
79	-4	O=C(CNS(=O)(=O)c1cccc2nonc12)N1CCC(Cc2ccccc2)CC1
80	-11	CCOC(=O)c1ccccc1NC(=O)Cn1c(=O)n(-c2cccc(C(F)(F)F)c2)c(=O)c2c(C)c(C)sc21
81	-7	CCN1CCN(C(=O)C2c3cc(OC)c(OC)cc3C(=O)N(C)C2c2cccs2)CC1 (configuration not stated)
82	-8	CN(CCCNC(=O)Cn1ncc2c(=O)oc3ccccc3c21)Cc1ccccc1
83	-7	CCOc1nc(NCc2ccco2)nc(Nc2ccc(OC)cc2)n1
84	-4	Cc1cc(NC(=O)c2c(-c3ccccc3Cl)noc2C)no1
85	4	O=C(Cn1ncc2c(=O)oc3ccccc3c21)Nc1ccc(F)cc1
86	-10	O=C(NCc1ccccn1)c1ccc(Cn2c(=O)[nH]c3ccccc3c2=O)cc1
87	5	CCOC(=O)C1=C(c2ccccc2)NC(=S)NC1c1ccccc1 (configuration not stated)
88	2	CCCc1[nH]nc2c1C(c1ccncc1)C(C#N)=C(N)O2 (configuration not stated)
89	-4	O=C(Nc1cc2c(cc1C(=O)c1ccccc1Br)OCCO2)c1ccccc1
90	-11	Cc1ccc(C2=NN(CC(=O)NCc3ccco3)C(=O)CC2)cc1

The closing two entries of the part above open the next one:
item	14-3-3 PPI	canonical_smiles
89	-4	O=C(Nc1cc2c(cc1C(=O)c1ccccc1Br)OCCO2)c1ccccc1
90	-11	Cc1ccc(C2=NN(CC(=O)NCc3ccco3)C(=O)CC2)cc1
91	3	COCCN1C(=O)C(=O)/C(=C(/O)c2cccc(OC)c2)C1c1ccco1 (configuration not stated)
92	-8	Cc1nnc(SCCn2c(Br)nc3c2c(=O)n(C)c(=O)n3C)s1
93	5	COCCOC(=O)C1=C(C)NC2=C(C(=O)CC(C)(C)C2)C1c1cccc2ccccc12 (configuration not stated)
94	7	COc1ccc(N(CC(=O)Nc2nccs2)S(=O)(=O)c2c(C)nn(C)c2C)cc1
95	-47	Cc1cc(Nc2ccccc2)c2ccc3ccccc3c2n1
96	0	O=C(O)CCN1C(=O)C(=O)/C(=C(/O)c2ccc(Cl)cc2)C1c1ccc(F)cc1 (configuration not stated)
97	7	CNC(=O)Cn1nc(-c2ccccc2)c2ccccc2c1=O
98	4	CC1(C)CC(CC(=O)O)(c2ccc(F)cc2)CCO1 (configuration not stated)
99	-7	CC(NCCC(N)=O)C1COc2ccccc2O1 (configuration not stated)
100	-23	Cc1ccc2cccc(NC(=O)C34CC5CC(CC(C5)C3)C4)c2n1
101	-22	O=C(O)c1cccc(NC2=C(N3CCCC3)C(=O)c3ccccc3C2=O)c1
102	-10	O=C(NCc1ccco1)c1cc(S(=O)(=O)N2CCCC2)ccc1F
103	4&-1	CCCC(=O)NCc1nc2ccccc2n1C
104	0	C=CCOc1ccc(C(Nc2ccccn2)c2ccc3cccnc3c2O)cc1 (configuration not stated)
105	4	CCOC(=O)C(C(C)C)N(Cc1ccccc1)S(=O)(=O)c1ccc([N+](=O)[O-])cc1 (configuration not stated)
106	-46	NC(=O)CSc1nc2ccccc2s1
107	10	Cn1c(=O)c2c(nc(NCc3cccnc3)n2Cc2cccc(C(F)(F)F)c2)n(C)c1=O
108	-1	Cc1ccc(Sc2cc(C(=O)NCc3cccnc3)c3ccccc3n2)cc1
109	-4	O=C(CSc1nccn1-c1cccc(Cl)c1)Nc1cccc2ccccc12
110	-4	CCCC(=O)N1c2ccccc2NC2=C(C(=O)CCC2)C1c1ccc(Cl)cc1 (configuration not stated)
111	5	COc1cc(C2C3C(=O)N(c4ccccc4)C(=O)C3ON2c2ccccc2)ccc1O (configuration not stated)
112	-3	COC(=O)Cn1cnc2sc(C)c(C)c2c1=O
113	11	Cc1cccc(N2C(=O)C3C4c5ccccc5C(c5ccccc54)C3C2=O)n1 (configuration not stated)
114	-12	Cc1ccccc1OCC(=O)Nc1ccc2c(c1)COC2=O
115	-18	COc1ccc(O)c(C(=O)c2cnc3onc(C)c3c2)c1
116	2	C=CCOc1ccc(C=Nc2ccc(C)cc2C)c(O)c1
117	-17	COc1ccc(N2CCN(C(=O)c3nn(-c4ccc(OC)cc4OC)c(=O)c4ccccc34)CC2)cc1
118	-20	Cc1ccc(O)c(NC(=O)c2nn3c(C(F)(F)F)cc(-c4ccccc4)nc3c2Cl)c1
119	-8	CCC(=O)N1CCc2cc(S(=O)(=O)NC(C(=O)N3CC(C)CC(C)C3)C(C)C)ccc21 (configuration not stated)
120	7	COc1ccc(C2C(C(=O)N3CCN(c4ccccc4F)CC3)c3ccccc3C(=O)N2Cc2ccc(F)cc2)cc1 (configuration not stated)

Rewritten tab-delimited: entries from further up
#	structure	14-3-3 PPI
102	O=C(NCc1ccco1)c1cc(S(=O)(=O)N2CCCC2)ccc1F	-10
103	CCCC(=O)NCc1nc2ccccc2n1C	4&-1
104	C=CCOc1ccc(C(Nc2ccccn2)c2ccc3cccnc3c2O)cc1 (configuration not stated)	0
105	CCOC(=O)C(C(C)C)N(Cc1ccccc1)S(=O)(=O)c1ccc([N+](=O)[O-])cc1 (configuration not stated)	4
106	NC(=O)CSc1nc2ccccc2s1	-46
